E coli Lon inh – inhibitors of E. coli Lon protease, primary screen, biochemical, fluorescence polarization; P0A9M0; purified E. coli Lon protease; inhibition, % at 7.94 µM; 0.42% of 360,000 active; AID 602123, 2011; in the data active = inhibition above about 13%, passing the limit was not always enough;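 note: 0% = enzyme with probe and DMSO and 100% = no enzyme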
Target sequence (P0A9M0 whole entry, looked up): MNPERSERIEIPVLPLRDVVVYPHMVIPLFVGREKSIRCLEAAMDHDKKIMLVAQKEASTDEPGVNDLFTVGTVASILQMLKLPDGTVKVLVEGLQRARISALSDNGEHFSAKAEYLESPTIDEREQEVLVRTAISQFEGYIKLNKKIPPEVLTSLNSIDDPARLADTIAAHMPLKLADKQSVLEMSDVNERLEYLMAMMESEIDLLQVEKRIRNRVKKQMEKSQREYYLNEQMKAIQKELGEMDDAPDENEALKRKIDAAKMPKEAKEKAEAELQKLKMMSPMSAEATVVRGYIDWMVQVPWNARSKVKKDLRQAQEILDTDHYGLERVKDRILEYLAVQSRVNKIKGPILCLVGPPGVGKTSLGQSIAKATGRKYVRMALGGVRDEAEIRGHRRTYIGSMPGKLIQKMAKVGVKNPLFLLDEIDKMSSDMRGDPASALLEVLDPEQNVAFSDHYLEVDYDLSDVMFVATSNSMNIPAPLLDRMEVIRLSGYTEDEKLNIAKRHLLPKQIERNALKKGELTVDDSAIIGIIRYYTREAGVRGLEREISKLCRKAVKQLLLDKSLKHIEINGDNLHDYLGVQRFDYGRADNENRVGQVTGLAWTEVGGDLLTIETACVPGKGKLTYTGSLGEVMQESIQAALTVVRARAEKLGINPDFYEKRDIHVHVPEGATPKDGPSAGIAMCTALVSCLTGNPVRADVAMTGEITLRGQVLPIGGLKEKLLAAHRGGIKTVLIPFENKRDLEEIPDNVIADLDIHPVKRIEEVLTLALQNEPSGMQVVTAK
Rin1-Abl PPI inh – inhibitors of Rin1-Abl protein binding, primary screen, biochemical, TR-FRET; inhibition, % at 7.35 µM; 0.4% of 360,000 active; AID 588664, 2011; in the data active = inhibition above about 5%, passing the limit was not always enough
MT1-MMP act inh – blockers of MT1-MMP proenzyme processing, primary screen, HT1080 RFP-PRO-GFP cells, GFP/RFP fluorescence; Matrix metalloproteinase-14 (Homo sapiens), P50281; GFP/RFP ratio fluorescence, overnight; percent of plate control window, DMSO zero; GFP/RFP ratio change, % at 20 µM; 0.061% of 360,000 active; AID 651647, 2012;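 active = GFP/RFP ratio change of at least 30% with cell ATP level not reduced by more than half and red fluorescence within 50% of control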; note: strong numbers were not always called active
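Read-out: GFP/RFP fluorescence ratio; Test system: RFP-PRO-GFP reporter HT1080 cells; Compound dosing: single-point 20 µM compound, 1% DMSO; Times: overnight compound exposure at 37 °C.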
MsrA inhibitor – bovine MsrA enzyme inhibitors, primary screen, biochemical, absorbance, HTS; 0.75% of 360,000 active; AID 651718, 2012; Methionine sulfoxide reductase A (Bos taurus); inhibition, % at 15.5 µM; purified bovine MsrA, absorbance read-out; in the data active = inhibition above about 4.5%;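 note: 0% = vehicle wells with enzyme and 100% = reference inhibitor wells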
MLLE-PAM2 inh – inhibitors of PABP1 MLLE–PAM2 peptide binding, primary screen, biochemical, fluorescence polarization, FITC-PAM2, GST-MLLE; AID 588489, 2011; 0.36% of 360,000 active; inhibition, % at 20 µM; in the data active = inhibition above about 35%, passing the limit was not always enough;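 note: plate controls were DMSO wells with GST-MLLE for no effect and wells lacking GST-MLLE protein for full effect; some results filed as inactive read as strong as hits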
MsrA act – bovine MsrA enzyme activators, primary screen, biochemical, absorbance, HTS | Methionine sulfoxide reductase A (Bos taurus) | purified bovine MsrA, absorbance read-out | activation, % at 10.6 µM | 0.3% of 360,000 active; in the data active = activation above about 7.5%;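 note: 0% = vehicle and 100% = reference activator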
Rpn11 block – Rpn11 (PSMD14) deubiquitinase inhibitors, primary screen, biochemical, fluorescence polarization, uHTS | 26S proteasome non-ATPase regulatory subunit 14 (Homo sapiens), O00487 | human 26S proteasome, Ub4-pepOG fluorescence polarization; 20S core pre-blocked with epoxomicin | calls only at 20 µM | 0.59% of 360,000 active | AID 588493, 2011;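 active = inhibition at 20 µM, scaled to each plate's controls, above about 33%, limit read from the data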
CSN deneddyl inh – inhibitors of CSN-mediated cullin deneddylation, primary screen, biochemical, fluorescence polarization, uHTS. COP9 signalosome complex subunit 5 (Homo sapiens), Q92905. Purified CSN, SCF-Nedd8-OG deneddylation. inhibition, % at 12.5 µM. 0.38% of 360,000 active. AID 651999, 2013;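 active = pattern-corrected inhibition above about 35%, with an unprinted fluorescence ratio check between 0.5 and 1.5, limit read from the data, passing the limit was not always enough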;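 note: 0% = enzyme with substrate and 100% = substrate without enzyme; some results filed as inactive read as strong as hits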
Target sequence (Q92905 whole entry, looked up, one chain of several): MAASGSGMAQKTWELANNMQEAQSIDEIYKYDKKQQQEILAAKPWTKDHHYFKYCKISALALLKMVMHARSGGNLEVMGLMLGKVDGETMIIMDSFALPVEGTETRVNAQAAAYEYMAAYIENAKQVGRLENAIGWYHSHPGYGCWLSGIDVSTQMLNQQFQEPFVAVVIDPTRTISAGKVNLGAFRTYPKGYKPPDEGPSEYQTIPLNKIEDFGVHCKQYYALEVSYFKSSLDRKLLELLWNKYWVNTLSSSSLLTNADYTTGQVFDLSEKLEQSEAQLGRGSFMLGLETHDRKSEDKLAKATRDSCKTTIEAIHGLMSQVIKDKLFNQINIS
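Schedule: reaction 90 min, room temperature / Assay system: HEK293T-derived human Csn5 enzyme / Input: Csn5 at 0.24 nM final / Measure: inhibition of Csn5 cleavage, % / Control set: substrate-only high control, full reaction low control / Technique: fluorescence polarization of the substrate / Buffer or medium: Tris/NaCl/DTT buffer, pH 7.5 / Reagent: SCFSkp2-Nedd8OG substrate at 10 nM final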
FAS-TE inh – FAS thioesterase domain inhibitors, primary screen, biochemical, fluorescence intensity, uHTS; Fatty acid synthase (Homo sapiens), P49327; recombinant FAS-TE, OMFH fluorogenic substrate, fluorescence endpoint; inhibition, % at 15 µM; 0.67% of 360,000 active;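 active = compounds whose normalised, plate-corrected inhibition of enzyme fluorescence in the single-dose primary screen is 50% or more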;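 note: 0% = DMSO with enzyme and 100% = substrate without enzyme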
* = called active by the depositor; i = inactive; · = not tested or not shown; + = active, no number.

SMILES	E coli Lon inh	Rin1-Abl PPI inh	MT1-MMP act inh	MsrA inhibitor	MLLE-PAM2 inh	MsrA act	Rpn11 block	CSN deneddyl inh	FAS-TE inh
COc1ccc(CN(C(=O)/C=C/c2ccco2)C2CCS(=O)(=O)C2)cc1OC (configuration not stated)	-4	1	-1	1.3	11	-3	i	0	1
Cc1ccc(C)c(C(=O)COC(=O)c2c(-c3ccccc3)noc2C)c1	0	1	-1	-0.5	-1	-4	i	4	23
CCC(C)C(=O)Nc1ccc(S(=O)(=O)Nc2nccs2)cc1 (configuration not stated)	4	2	1	0.8	7	-5	i	-3	-3
COCCCNC(=O)Cc1c(C)c2c(cc(C)c3c(C)c(C)oc32)oc1=O	5	2	1	3.1	8	-12	i	4	-4
CCn1cnc2sc(C(=O)Oc3cccc(C)c3)c(C)c2c1=O	2	0	9	-0.3	9	-1	i	-3	12
Cc1cccc(CC(=O)NCCN2CCOCC2)c1	2	1	0	1.1	-4	-6	i	4	-1
CC(C)C(NC(=O)c1ccc(C(C)(C)C)cc1)C(=O)OCC(=O)NC(=O)Cc1ccccc1 (configuration not stated)	-2	-3	5	-0.2	1	-2	i	-3	7
FC(F)(F)C(F)(F)c1nnc2ccc(-n3ccnc3)nn12	-2	1	-7	-0.8	-5	-1	i	1	-2
CCNC(=O)C1(C)CCCN(Cc2cccc(Oc3ccccc3)c2)C1 (configuration not stated)	-5	-2	0	·	-4	-7	i	2	-9
COc1ccc2c(c1)nc(SCC(=O)c1cccs1)n2C	-4	-2	1	0.9	-124	-4	i	4	-1
Clc1ccc(/C=C/c2ncc3ccccn23)cc1	-10	-2	-9	0.3	-28	-5	i	9	3
NNC(=O)c1oc2ccccc2c1-n1cccc1	5	-2	-2	-0.2	-4	-3	i	-2	-2

Single entries from the entries so far:
FAS-TE inh result of CCNC(=O)C1(C)CCCN(Cc2cccc(Oc3ccccc3)c2)C1 (configuration not stated) → -9
E coli Lon inh result of COc1ccc2c(c1)nc(SCC(=O)c1cccs1)n2C → -4

Further records follow:
SMILES	E coli Lon inh	Rin1-Abl PPI inh	MT1-MMP act inh	MsrA inhibitor	MLLE-PAM2 inh	MsrA act	Rpn11 block	CSN deneddyl inh	FAS-TE inh
CCC(C)NC(=O)[C@H]1N2C(=O)c3c(ccc(OC)c3OC)C2SC1(C)C (some centres not stated)	-12	-1	-1	1.3	43*	0	i	1	1
COc1ccc(-n2nc(C(=O)NCC(=O)NCCc3ccc(OC)c(OC)c3)c3ccccc3c2=O)cc1Cl	0	4	3	1.5	-6	-12	i	5	2
CCNc1nc(NCC)n2c(SCc3ccc(F)cc3)nnc2n1	-5	-2	2	0.7	-90	-3	i	2	-5
Cc1cc(OC(C)C(=O)NCCN2CCOCC2)c2c(C)cc(=O)oc2c1 (configuration not stated)	-1	2	3	1.5	6	-3	i	-1	-4
COCCN1C(=O)c2ccc(C(=O)NCc3cccnc3)cc2C1=O	-1	1	2	-0.4	-55	1	i	3	-4
COc1ccccc1C(=O)NC(CCSC)C(=O)OC(C)C(N)=O (configuration not stated)	1	2	4	0.6	-5	-7	i	-2	-2
CC#CCN1c2ccccc2[C@]23C[C@@H](C(=O)OC)N=C2NC(C(=O)OC)=C(C(=O)OC)[C@H]13	-15	1	-3	0.5	-1	-3	i	-3	-9
Cc1cc(C)cc(OCC(=O)OCC(=O)c2ccc3c(c2)NC(=O)CO3)c1	-4	0	4	-0.4	1	0	i	-4	-4
COc1ccc(CC(NC(C)=O)C(=O)NC2CCN(C(=O)C3CCCCC3)CC2)cc1OC (configuration not stated)	4	0	2	0.0	4	-2	i	-10	-4
Cc1onc(C(=O)Nc2ccc(OC(F)(F)F)cc2)c1[N+](=O)[O-]	-2	-3	2	·	28	1	i	4	6
CCc1ccc(C(CNC(=O)c2ccc3c(=O)n(-c4ccccc4F)c(=S)[nH]c3c2)N(C)C)cc1 (configuration not stated)	6	-2	2	-0.3	-3	-4	i	1	-15
CCN(C(=O)COC(=O)c1ccccc1O)c1nc2ccccc2s1	-7	3	1	-1.6	-9	-10	i	-6	0

Only E coli Lon inh, for two of the compounds above:
canonical_smiles | E coli Lon inh
Cc1cc(C)cc(OCC(=O)OCC(=O)c2ccc3c(c2)NC(=O)CO3)c1 | -4
CCN(C(=O)COC(=O)c1ccccc1O)c1nc2ccccc2s1 | -7

(continued)
SMILES	E coli Lon inh	Rin1-Abl PPI inh	MT1-MMP act inh	MsrA inhibitor	MLLE-PAM2 inh	MsrA act	Rpn11 block	CSN deneddyl inh	FAS-TE inh
CCOC(=O)C1=C(N)n2c(s/c(=C\c3ccco3)c2=O)=C(C(=O)OC(C)C)C1c1ccco1 (configuration not stated)	-14	2	-13	1.6	-9	-11	i	2	18
C(=N\N(Cc1ccccc1)c1ccccc1)/c1cccnc1	9	-2	-3	1.3	-5	-2	i	11	26
Cc1ccc(-n2sc3ccccc3c2=O)cc1	2	1	4	-0.2	16	13*	i	-1	-14
Cc1noc(C)c1COc1ccc(C(=O)N2CCN(c3cccc(Cl)c3)CC2)cc1	-10	1	3	-0.4	-2	-4	i	-4	15
Cc1cc(SCC(=O)NN)c2cc(Br)ccc2n1	-12	-6	0	0.0	10	-2	+	9	-4
CC(C)(C)NC(=O)CN(C(=O)c1snc(C(=O)NC2CCCCC2)c1N)c1ccccc1F	7	1	-13	0.5	-5	1	i	1	16
CN1CCN(S(=O)(=O)c2cccc(C(=O)NCCOc3ccccc3)c2)CC1	8	-3	-1	-0.8	-10	-1	i	2	-4
COc1ccc(CCN2C(=O)CSC2=S)cc1OC	-2	0	20	-0.5	2	-1	i	1	-1
CSc1nc(N(C)C)nc(N(C)C#N)n1	3	2	2	-0.5	-11	-6	i	3	-4
CCNc1nc(Oc2c(Cl)cccc2Cl)cc(C(F)(F)F)n1	1	1	-10	0.1	2	1	i	-3	23
Cc1nnc(SCC2=C(C(=O)O)N3C(=O)C(NC(=O)Cn4nc(C(F)F)c(Cl)c4C)C3SC2)s1 (configuration not stated)	10	1	-6	-1.1	12	3	i	9	-2
COc1cccc2c(SCC(=O)N/N=C/c3ccc(O)cc3O)cc(C)nc12	9	1	-2	3.7	-13	-7	i	-8	-2
NC(=O)Cn1c(=O)n(-c2ccccc2)c(=O)c2oc3ccccc3c21	-3	0	-3	-0.3	4	0	i	0	-7
CCOC(=O)[C@@H]1CCNC[C@@H]1c1ccccc1	10	0	-11	-1.2	-9	-3	i	-2	-9
O=C(O)CCCC(=O)Nc1cccc(C(=O)Nc2ccccc2C(=O)O)c1	-5	1	2	0.1	12	-4	i	-15	-6
CCCCCCn1c(=O)n2n(c1=O)[C@@H]1CN(S(=O)(=O)c3ccc(C)cc3)C[C@]1(O)[C@@H](OC(=O)NCc1ccco1)C2	-7	-4	-2	0.4	7	-2	i	5	7
CCc1ccc(NC(=O)Cn2c(=O)c3cccn3c3ccccc32)cc1	-13	-5	-2	-0.7	0	-4	i	0	-1
Cc1nn(CC(C)C)c(Cl)c1C(=O)N(C)CC(=O)Nc1c(Cl)cccc1Cl	11	-1	-3	-1.5	-1	-7	i	3	-2
c1ccc(Cn2ccnc2SCc2nnc(-c3ccccc3)o2)cc1	0	-5	5	0.5	-1	-8	i	4	-3
C/C(=N\NC(=S)Nc1ccccc1)C1Cc2ccccc2C(=O)O1 (configuration not stated)	-2	-3	0	-1.2	20	1	i	0	4
O=C1Nc2cc(C(=O)N3CCC(N4CCCCC4)CC3)ccc2S/C1=C\c1ccccc1	-8	-8	4	1.0	15	-8	i	2	-6
O=C(CCNC(=O)c1ccccc1)Oc1ccc([N+](=O)[O-])cc1	-2	-2	0	1.6	11	-2	i	0	12
Brc1cccc(-c2n[nH]c(-c3ccccc3)n2)c1	0	0	-1	0.2	3	-7	i	7	11
CCC(=O)N(Cc1cc2cc(OC)ccc2[nH]c1=O)c1ccc(C)cc1	7	2	0	0.9	6	-8	i	0	-3
Brc1ccc2ncnc(Nc3cccc4ccccc34)c2c1	-4	-1	-5	-0.6	2	-2	i	0	15
CN(C)S(=O)(=O)c1ccc(N2CCCC2)c(C(=O)NC2(C)CCS(=O)(=O)C2)c1 (configuration not stated)	8	-2	-5	-0.2	12	-3	i	-1	-7
Cc1ccc(S(=O)(=O)NCCN2CCOCC2)cc1C	-6	-3	2	0.9	-8	1	i	3	-3
CCOC(=O)N1CCN(C(=O)CSc2ccc3nnc(-c4ccncc4)n3n2)CC1	24*	-6	-11	1.3	19	-5	i	4	-2
COCCSc1ccccc1C(=O)NCc1ccc2c(c1)OCO2	6	4	-10	-0.3	5	-5	i	-4	-5
COCCNC(=O)Cc1c(C)c2c(cc(C)c3c(C)coc32)oc1=O	-8	3	1	1.1	8	1	i	-5	-6
CC(=O)Nc1cccc2c1Cc1ccccc1-2	-6	1	2	·	-1	-3	i	1	0
CN(Cc1ccc(C#CCCO)cc1)CC1CCCN(CCc2ccc(Cl)cc2)C1 (configuration not stated)	-7	1	2	1.0	-8	-1	i	-2	0
CC(=O)c1cccc(NC(=O)Nc2ccc3c(c2)OCO3)c1	7	-1	-6	-0.2	-1	-2	i	-2	-5
COc1cccc(C(=O)N/N=C(/c2ccccc2)c2ccccn2)c1	-1	0	22	-0.8	6	-3	i	-1	-3
CCOc1ccc(N(Cc2ccc(C(=O)O)cc2)S(=O)(=O)c2ccc(C)cc2)cc1	-1	-4	-5	1.1	16	-2	i	2	2
COC(=O)CCC(=O)OC1(C)C(=O)C=C2C=C(C3CC3)N(CCCOC(C)C)C=C2C1=O (configuration not stated)	20	2	-1	·	23	-14	i	-3	-12
COc1ccc(Nc2ccccc2)c(C)c1	-2	0	4	·	9	-4	i	0	7
O=C(N/N=C/c1cccnc1)c1cc2ccccc2cc1O	-6	-4	2	2.0	-23	-2	i	9	-2
COc1ccc2[nH]c3c(=O)n(Cc4ccc(C(=O)N5CCCC5)cc4)c(=S)[nH]c3c2c1	5	1	-10	-0.6	-2	-3	i	0	1
NC(=O)CC(NC(=O)Cc1ccc(Br)cc1)c1ccc(N2CCN(c3ccccn3)CC2)c([N+](=O)[O-])c1 (configuration not stated)	2	-2	6	0.1	2	1	i	-2	-3
O=C(O)C1CCCCC1C(=O)NCCc1ccncc1 (configuration not stated)	-2	-1	1	-0.5	6	3	i	1	-7
O=c1[nH]c2cc([N+](=O)[O-])c(NCCO)c([N+](=O)[O-])c2[nH]1	10	-14	12	1.6	15	-2	i	-8	1
O=C(CSc1nnnn1-c1ccccc1)Nc1ccc(Cl)cn1	-2	5	1	-0.2	-6	-11	i	4	-1
COc1ccc(CC2(C)OC(c3ccc(Cl)cc3)=NN2C(C)=O)cc1 (configuration not stated)	-16	1	-2	0.2	8	-8	i	0	26
COc1ccccc1N1CCN(C(=O)Cn2nnc(-c3cccs3)n2)CC1	7	6	6	-0.3	1	0	i	1	-2
Cc1cccc(CSc2nc3c(c(=O)[nH]2)CCCC3)c1	4	-3	-7	2.4	13	-4	i	-3	-7

High-throughput results from PubChem BioAssay.
